From PubChem
D2 antag = antagonizes the human D2 dopamine receptor; P14416; AID 485344; 340,000 tested, 2% active; inhibition, % at 10 µM; HEK293 TREx D2 cells, calcium flux, dopamine EC80; in the data active means inhibition above about 30%; further: 0% is about no effect
Target sequence (P14416 whole entry, looked up): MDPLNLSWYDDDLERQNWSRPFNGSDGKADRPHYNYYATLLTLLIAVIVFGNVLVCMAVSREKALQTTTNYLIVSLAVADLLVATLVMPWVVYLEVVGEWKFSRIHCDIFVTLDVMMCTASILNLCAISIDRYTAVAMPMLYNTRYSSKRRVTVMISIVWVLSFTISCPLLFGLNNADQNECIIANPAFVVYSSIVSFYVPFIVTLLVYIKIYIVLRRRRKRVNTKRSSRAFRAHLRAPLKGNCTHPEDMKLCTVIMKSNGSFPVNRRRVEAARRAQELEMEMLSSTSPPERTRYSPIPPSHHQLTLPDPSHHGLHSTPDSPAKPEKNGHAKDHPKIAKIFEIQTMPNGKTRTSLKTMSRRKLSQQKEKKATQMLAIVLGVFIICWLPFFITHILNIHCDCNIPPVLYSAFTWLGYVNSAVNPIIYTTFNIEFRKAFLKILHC
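Cells plated overnight at 30 C with tetracycline; no-wash calcium dye, 30–90 min RT; 10 s baseline; compound pinned; 180 s read; EC80 dopamine added; another 180 s read.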
rTrxR1 inhibitor = rat TrxR1 inhibition; O89049; recombinant rTrxR1, NADPH fluorescence consumption, selenite substrate; Potency, µM (doses to about 114 µM), for the others: top-dose activity change, negative = inhibition, usual class: inhibitors; 390,000 tested, 1% active; further: potency means the concentration at half of the fitted maximal effect; on the % scale 0 is the no-effect control and ±100 the full control effect; nearly all actives have a fitted effect of over 65% in size
Target sequence (O89049 whole entry, looked up): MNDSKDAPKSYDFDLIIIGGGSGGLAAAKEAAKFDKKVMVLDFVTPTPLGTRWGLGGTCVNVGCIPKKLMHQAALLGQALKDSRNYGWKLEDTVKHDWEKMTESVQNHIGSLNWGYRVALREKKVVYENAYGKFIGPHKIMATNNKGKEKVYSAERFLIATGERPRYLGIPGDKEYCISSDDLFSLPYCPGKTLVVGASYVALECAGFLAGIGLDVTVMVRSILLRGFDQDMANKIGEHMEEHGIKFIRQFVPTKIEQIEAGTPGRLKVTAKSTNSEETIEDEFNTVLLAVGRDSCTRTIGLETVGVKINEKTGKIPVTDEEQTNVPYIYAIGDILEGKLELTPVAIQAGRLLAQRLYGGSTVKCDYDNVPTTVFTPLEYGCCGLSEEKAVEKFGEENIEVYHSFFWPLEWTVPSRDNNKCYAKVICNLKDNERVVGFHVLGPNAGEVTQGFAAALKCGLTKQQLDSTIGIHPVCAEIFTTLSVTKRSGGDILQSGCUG
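Rat TrxR1 (90 nM in the dispensed reagent) was pre-reduced with 400 uM NADPH for 5 min at room temperature, then incubated with compound for 15 min. After 400 uM selenite was added, NADPH fluorescence (Ex 340/Em 450 nm) was followed for 8 min.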
D2 ag = agonists of human D2 dopamine receptor; HEK293 T-REx D2 cells, calcium flux agonist mode; activation, % at 2 µM; 340,000 tested, 0.53% active;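 active means activation over 3 SD above normal in the single-dose calcium agonist read, cut at about 30% in these data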; further: 0% is about no effect
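Calcium-flux readout, 1 cycle/sec over 180 s following compound pin transfer, in inducible HEK293 Trex D2 cells (force-coupled); dopamine controls included. Positive calcium responses during this window marked compounds as potential agonists.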
USP1 inh = blocks the human USP1/UAF1 deubiquitinase complex. recombinant USP1/UAF1, Ub-Rhodamine cleavage fluorescence. 390,000 tested, 0.23% active. AID 743255. Potency, µM (doses to about 57.1 µM), inactives show at the highest dose activity change, negative = inhibition, usual class: inhibitors; further: potency means the concentration at half of the fitted maximal effect; on the % scale 0 is the no-effect control and ±100 the full control effect; nearly all actives have a fitted effect of over 60% in size; inactives centre near -12
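1 nM enzyme complex + cpd, 15 min RT; start with Ub-Rho 150nM final; kinetic fluorescence ex 480/em 540, 6 reads q60 s. Buffer 50mM HEPES pH 7.8, 0.5mM EDTA, 0.1 mg/ml BSA, 1mM TCEP, 0.01% Tween-20.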
TrxR1 substrate = substrates of rat thioredoxin reductase 1. O89049. Potency, µM (highest dose often 114 µM), without a hit: at the top dose activity change, negative = substrate turnover. purified TrxR1 substrate turnover, NADPH consumption readout. AID 588456. 390,000 tested, 0.01% active; further: potency means the concentration at half of the fitted maximal effect; on the % scale 0 is the no-effect control and ±100 the full control effect; nearly all actives have a fitted effect of over 50% in size
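Rat TrxR1, dispensed at 90 nM, was prereduced with 400 uM NADPH (final) for 5 min at ~22 deg C, then incubated with compound 15 min before 400 uM selenite. A first-read NADPH fluorescence drop versus no-compound background flagged substrates.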
mIDH1 inhibitor = inhibitors of human mutant IDH1 R132H; 390,000 tested, 0.093% active; IDH1-R132H enzyme, NADPH consumption, diaphorase/resazurin fluorescence; O75874; Potency, µM (doses to about 76.6 µM), for inactives: at the highest dose activity change, negative = inhibition, most hits filed as inhibitors; further: potency means the concentration at half of the fitted maximal effect; on the % scale 0 is the no-effect control and ±100 the full control effect; nearly all actives have a fitted effect of over 65% in size
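IDH1-R132H (0.5 ug/mL dispensed) in pH 7.5 Tris buffer was preincubated 30 min with compound, then given a substrate mix of 0.016 mM NADPH and 2 mM alpha-KG for 80 min at room temperature; remaining NADPH was read by diaphorase/resazurin fluorescence.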
TRHR enhancer = allosteric enhancers of human TRH receptor; P34981; TRHR cells, fluo-8 calcium fluorescence, EC20 TRH enhancement; enhancement, % at 2 µM; 360,000 tested, 0.66% active; AID 493056; in the data active means enhancement above about 30%; further: 0% is about no effect
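TRHR-expressing cells loaded with fluo-8 calcium dye were read kinetically (ex 480/em 530) during compound addition, then stimulated with an EC20 of TRH (10 nM final). Enhancement of the Gq-mediated intracellular calcium response was scored.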
TRHR ag = activates the human TRH receptor. P34981. TRHR cells, calcium flux fluo-8, FDSS agonist mode. activation, % at 2 µM. 360,000 tested, 0.18% active; in the data active means activation above about 30%; further: 0% is about no effect
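In this calcium-flux screen, cells bearing human TRHR are dye-loaded with fluo-8, baselined for 10 cycles, then exposed to library compounds; positive kinetic calcium responses during the agonist phase mark hits, with TRH as control.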
PI4K2A inh = inhibitors of human PI4K2A; purified PI4K2A, ADP-Glo luminescence, 1 h; active compounds read low; activity change, negative = inhibition, % at 76.9 µM; 420,000 tested, 0.13% active; AID 1346378; in the data active means activity change below about -50%; inconclusive means mostly about -30% to -49%;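 further: -100% = wells without enzyme as full effect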
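Compounds are screened against recombinant PI4K2A using PI as substrate and ATP, the latter dispensed at 300 microM. Reactions run one hour at ambient temperature before ADP-Glo detection; full inhibition defined by wells lacking enzyme.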
The depositor's hits bear a star; ? = inconclusive; . = no result given; & = joins results of further samples; [ ] = remark or other dose. Unless noted, the call rests on the fitted dose curve; in most records, active means well fitted inhibition curve with a large enough effect; inconclusive means small, poorly fitted or top-dose-only effect; inactive means no such curve, though single readings can be large or run the other way.

1	O=C(CN1C(=O)NC2(CCc3ccccc32)C1=O)c1ccc(F)cc1 (stereo unspecified)
2	CCOc1ccc(S(=O)(=O)N2CCN(C(=O)C3CSC4(C)CCC(=O)N34)CC2)cc1 (stereo unspecified)
3	O=C(c1ccc(F)cc1)N1CCN(c2ccc([N+](=O)[O-])c(N3CCCCC3)c2)CC1
4	Cc1ccc(-n2cc(CCCCCCCCC(=O)O)nn2)cc1
5	CC(=O)Nc1nc(-c2ccc3c(c2)CCN3S(C)(=O)=O)cs1
6	CNC(=O)C1CC(=O)N(c2ccc(OCC(=O)NCc3ccccc3)cc2)C1 (stereo unspecified)
7	CSc1ccccc1NC(=O)CN1CCN(c2ccccn2)CC1
8	Cc1ccc(-c2nc3scc(CCNS(=O)(=O)c4ccc(C)c(C)c4)n3n2)cc1
9	CCc1ccccc1NC(=O)CSc1nc2n[nH]c(C)c2c(=N)n1-c1cccc(C)c1
10	O=C(Nc1ccc(OC(=O)c2cccs2)cc1)c1ccco1
screen / no.	1	2	3	4	5	6	7	8	9	10
D2 antag	1.4	3.5	16.2	8.7	13.5	5.6	11.1	.	.	-0.1
rTrxR1 inhibitor	2.8%	-0.8%	4.2%	26.7%[57.1 µM]	13.5%[57.1 µM]	17.9%[57.1 µM]	-9.6%	12.0%[57.1 µM]	13.1%[57.1 µM]	3.8%[57.1 µM]
D2 ag	0.7	-0.7	-0.5	0.8	0.3	-0.2	28.9	0.3	1.4	-1.2
USP1 inh	-11.0%	-12.2%	-14.9%	-24.8%	-6.6%	-10.7%	-7.0%	-9.9%	10.1%	-21.3%
TrxR1 substrate	1.6%	-7.1%	-16.4%	11.9%[57.1 µM]	3.1%[57.1 µM]	-7.8%[57.1 µM]	-6.9%	2.7%[57.1 µM]	3.1%[57.1 µM]	16.7%[57.1 µM]
mIDH1 inhibitor	4.9%	3.3%	4.2%	-2.4%	13.1%	1.2%	-7.0%	5.2%	-3.7%	11.0%
TRHR enhancer	1.6	19.3	-2.8	0.0	1.7	-1.1	-1.8	-1.6	4.4	5.7
TRHR ag	0.1	0.0	-0.5	0.1	1.0	-1.9	-0.7	0.7	-0.8	0.3
PI4K2A inh	-0.8	7.8	0.6	-2.2	0.5	0.0	2.5	-0.6	-1.9	-20.4

11	COc1ccc(C(=O)NCc2nnc(SCC(=O)c3ccccc3)o2)cc1
12	CCC(C(=O)OCC(=O)Nc1cccc(OC)c1)c1ccccc1 (stereo unspecified)
13	NC(=O)CC(NC(=O)Cc1cccc2ccccc12)c1ccc(N2CCCCCC2)c([N+](=O)[O-])c1 (stereo unspecified)
14	CC1=CC(C)(C)Nc2ccccc21
15	Cc1ccc2nc(COc3cccc(NC(=O)c4ccccc4Cl)c3)cc(=O)n2c1
16	COc1ccc(NC2=CC(=O)N(C)C2=O)cc1
17	COc1ccc(C2CC(c3ccccc3)=NN2c2ccc(S(N)(=O)=O)cc2)cc1OC (stereo unspecified)
18	CC(C)CCNC(=O)COc1cccc2c1OC(C)(C)C2
19	CCOc1ccc(NC(=O)CN(C)C(=O)CCCc2c[nH]c3ccccc23)cc1OCC
20	Cc1ccc(NC(=O)CCNS(=O)(=O)c2ccccc2)c(C(=O)c2ccccc2)c1
screen / no.	11	12	13	14	15	16	17	18	19	20
D2 antag	-1.3	10.8	-1.5	1.4&15.8	.	11.9	12.9	-15.5	-7.8	-18.1
rTrxR1 inhibitor	16.3%	16.9%	8.6%	25.3%	8.1%[57.1 µM]	-16.2%[57.1 µM]	95.4%[activator]	31.7%[57.1 µM]	-13.1%[57.1 µM]	-1.5%[57.1 µM]
D2 ag	0.4	0.9	0.5	-0.4&0.9	-1.0	0.7	-0.1	-0.7	-0.1	-1.5
USP1 inh	-22.0%	-10.2%	-27.5%	-24.6%&-24.5%	-10.7%	-18.4%	-9.1%	-7.2%	-5.2%	3.9%
TrxR1 substrate	2.0%	0.9%	-2.7%	25.7%&26.8%	5.2%[57.1 µM]	7.9%[57.1 µM]	542.6%[activator]	-8.3%[57.1 µM]	-10.2%[57.1 µM]	3.2%[57.1 µM]
mIDH1 inhibitor	-5.6%	13.0%	-6.6%	10.3%&7.9%	3.9%	-3.2%	0.0%	9.5%	4.5%	2.7%
TRHR enhancer	-0.8	-5.7	-8.4	-4.6&-5.8	-5.6	4.2	-1.2	2.1	-11.6	-1.0
TRHR ag	-0.9	-0.3	-0.6	-0.7&0.1	-0.3	1.0	1.1	-1.4	-0.1	0.7
PI4K2A inh	-2.8	-3.4	-3.7	3.3&-15.4	-1.7	-10.9	-2.8	4.7	3.5	4.3

A few values from the results shown.
PI4K2A inh, `Cc1ccc2nc(COc3cccc(NC(=O)c4ccccc4Cl)c3)cc(=O)n2c1` = -1.7
TRHR ag, `CCC(C(=O)OCC(=O)Nc1cccc(OC)c1)c1ccccc1` (stereo unspecified) = -0.3

(next part)
21	O=C(COC(=O)c1ccc2ccccc2n1)c1ccccc1
22	CC(C)CN1CC(C)C(=O)N(c2ccccc2)C1=S (stereo unspecified)
23	O=C(CN1C(=O)c2ccccc2C1=O)OCCOCCN=C1NS(=O)(=O)c2ccccc21
24	Cc1ccc(C2CN(C)C3(C(=O)Nc4ccccc43)C23COc2ccccc2C3=O)cc1 (stereo unspecified)
25	O=C(Cn1c(=O)n(-c2ccccc2)c(=O)c2sccc21)NCc1ccccc1
26	Cc1cc2c(=O)n(C)c(SCC(=O)Nc3cccc(O)c3)nc2s1
27	O=S(=O)(c1cccc2nonc12)N1CCCCC1
28	CCc1ccc(OCC(=O)OCC(=O)c2c(N)n(C)c(=O)n(C)c2=O)cc1
29	O=C(NCc1ccc2c(c1)OCO2)C1CCN(c2ncccn2)CC1
30	Cc1ccc(S(=O)(=O)Nc2c(C)cc(C)nc2Cl)cc1
screen / no.	21	22	23	24	25	26	27	28	29	30
D2 antag	-14.1	.	-12.3	4.6	7.4	7.5	-4.5	0.5	14.3	19.8
rTrxR1 inhibitor	21.1%[57.1 µM]	22.2%[57.1 µM]	13.1%	8.9%	9.1%	10.8%	15.1%[57.1 µM]	2.5%[57.1 µM]	7.2%[57.1 µM]	26.6%
D2 ag	-0.4	.	-0.1	0.1	1.0	-0.5	0.2	-0.4	1.8	-0.8
USP1 inh	-21.9%	6.0%	-19.8%	-23.6%	-11.5%	-9.8%	-5.4%	-2.9%	-17.2%	-6.5%
TrxR1 substrate	5.8%[57.1 µM]	-9.2%[2.29 µM]	6.5%	-3.4%	2.4%	0.9%	-10.5%	6.4%	9.3%[57.1 µM]	6.5%
mIDH1 inhibitor	0.4%	-13.9%	9.1%	2.5%	-0.6%	-7.0%	0.0%	-0.6%	-0.8%	0.0%
TRHR enhancer	-0.6	.	3.0	-4.8	2.7	0.5	-9.7	8.3	1.2	5.6
TRHR ag	-0.5	.	-0.1	0.4	-0.5	-0.4	-0.6	0.2	0.6	-0.6
PI4K2A inh	-1.6	-0.6	-3.0	0.2	1.7	-2.5	2.0	0.4	0.7	-2.6

31	C=CCNC(=O)COc1ccc(S(=O)(=O)NC2CCCCC2)cc1
32	CCCN(C(=O)CSc1nnc(N)s1)c1c(N)n(Cc2ccccc2)c(=O)[nH]c1=O
33	Cc1ccc(S(=O)(=O)NN2C(=O)c3ccccc3NC2c2ccccc2F)cc1 (stereo unspecified)
34	C=CCn1c(C)cc(C(=O)CSc2nnc(C3CC3)n2C2CC2)c1C
35	O=C(NCc1ccccn1)c1c(-c2ccccc2)sc2ccccc12
36	Cc1nn(C(=O)N2CCCCC2)c(C)c1CN1C(=O)c2ccccc2C1=O
37	Cc1cccc(N2CCN(C(=O)Cc3ccccc3[N+](=O)[O-])CC2)c1C
38	COC(=O)c1[nH]c2ccc(Br)cc2c1NC(=O)C(C)N1CCN(C2CCCCC2)CC1 (stereo unspecified)
39	O=[N+]([O-])/C(C(=C(Cl)Cl)N1CCOCC1)=C1\NCCO1
40	Cc1ccc(C(=O)NC2CCCc3ccccc32)cc1[N+](=O)[O-] (stereo unspecified)
41	C[C@@H]1O[C@@H](O[C@H]2[C@H](O)[C@@H](O)[C@H](Oc3c(-c4ccc(O)c(O)c4)oc4cc(O)cc(O)c4c3=O)O[C@@H]2CO)[C@H](O)[C@H](O)[C@H]1O
42	Cc1ccc(-c2nn[nH]n2)o1
screen / no.	31	32	33	34	35	36	37	38	39	40	41	42
D2 antag	-10.0	.	-6.2	-19.3	.	-16.8	-6.1	-10.5	1.4	-11.0	-17.2	5.3
rTrxR1 inhibitor	-9.5%	-20.3%	13.5%[57.1 µM]	-14.0%	21.5%	20.0%	32.8%	0.4%	-36.4%	14.9%[57.1 µM]	-7.6%[57.1 µM]	?
D2 ag	0.1	.	-1.5	-0.9	.	0.3	0.1	-1.4	-0.8	0.4	-1.3	-0.4
USP1 inh	-4.9%	-14.5%	-4.5%	-3.8%	-23.5%	-16.9%	-18.7%	-17.3%	-11.7%	-17.2%	?	-11.0%
TrxR1 substrate	0.3%	-7.7%	42.1%	-9.8%	3.5%	8.6%	4.8%	1.4%	-7.9%	10.7%[0.0914 µM]	-3.1%[57.1 µM]	11.5%[57.1 µM]
mIDH1 inhibitor	3.4%	-1.3%	0.8%	12.0%	-2.7%	7.9%	-1.6%	3.4%	3.5%	23.1%	-7.3%	12.1%
TRHR enhancer	-1.4	.	-1.4	1.8	.	19.7	-4.0	0.4	0.0	-9.9	5.1	1.0
TRHR ag	0.0	.	-0.1	-0.1	.	2.4	0.6	1.8	-0.8	-1.3	-0.5	-0.5
PI4K2A inh	-1.0	5.8	1.0	1.1	-15.2	-0.3	0.6	-13.2	-6.3	-1.8	-2.6	-1.7
